# ABHD4 inh: inhibits mouse alpha/beta hydrolase domain 4. inhibition, % at 8.92 µM. Q8VD66. purified mABHD4, FP-Rh probe fluorescence polarization. 370,000 compounds, 0.54% hits. AID 720543;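 active = inhibition exceeding the mean over every tested compound plus 3 SD, cut at about 30% in these data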;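 also: 0% = plate median of compound wells and 100% = S159A mutant with DMSO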
# Target sequence (Q8VD66 whole entry, looked up, the tested form may be a part): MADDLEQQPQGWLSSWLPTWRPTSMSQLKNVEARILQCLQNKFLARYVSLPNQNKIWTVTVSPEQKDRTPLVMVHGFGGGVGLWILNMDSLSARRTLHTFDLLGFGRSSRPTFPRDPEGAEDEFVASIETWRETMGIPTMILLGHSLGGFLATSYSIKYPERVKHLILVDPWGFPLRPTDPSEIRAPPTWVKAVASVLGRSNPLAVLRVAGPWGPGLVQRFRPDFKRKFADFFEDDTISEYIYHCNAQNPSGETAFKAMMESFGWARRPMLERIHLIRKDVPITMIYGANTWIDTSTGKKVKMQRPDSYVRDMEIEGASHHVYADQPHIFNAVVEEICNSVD
#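 Assay system: wild-type mouse ABHD4 protein; compound: single nominal dose of 8.92 µM, 0.89% DMSO final; schedule: 45 min + 60 min at 25 °C; measured by: FP readout, ex 525 nm / em 598 nm; evaluation: % inhibition of FP-Rh probe binding versus controls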
# PRMT1 inh: PRMT1 (human) inhibition, primary screen; Q99873; recombinant PRMT1, activity-based probe fluorescence polarization; inhibition, % at 2.79 µM; 370,000 compounds, 1.3% hits; AID 652257;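 active = inhibition above about 21% made by adding two undisclosed values, limit read from the data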
# Target sequence (Q99873 whole entry, looked up): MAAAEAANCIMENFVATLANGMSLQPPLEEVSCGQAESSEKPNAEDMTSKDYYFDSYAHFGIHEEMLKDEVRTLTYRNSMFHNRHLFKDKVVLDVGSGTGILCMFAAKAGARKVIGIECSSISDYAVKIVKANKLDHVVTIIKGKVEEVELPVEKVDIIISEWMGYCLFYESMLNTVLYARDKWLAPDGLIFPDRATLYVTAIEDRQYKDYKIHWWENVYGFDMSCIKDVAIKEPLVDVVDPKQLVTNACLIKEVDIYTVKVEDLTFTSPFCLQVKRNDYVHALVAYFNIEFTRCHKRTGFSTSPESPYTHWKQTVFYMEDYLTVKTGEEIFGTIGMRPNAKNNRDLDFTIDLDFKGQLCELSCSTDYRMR
# SIAE primary: blocks human sialic acid acetylesterase. AID 1053197. inhibition, % at 9.66 µM. SIAE FP-Rh probe binding, fluorescence polarization. 370,000 compounds, 0.69% hits. Q9HAT2;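 active = inhibition above a cutoff: mean of compounds within the control limits plus 3 SD of those, cut at about 17% in these data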;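 also: 0% = plate median of compound wells and 100% = probe without SIAE protein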
# GC-B act: GC-B (human) receptor activation. P20594. HEK293-GC-B cells, CNP EC30, cGMP TR-FRET; 0% at EC30 CNP, 100% saturating CNP. activation, % at 10 µM. 370,000 compounds, 0.11% hits. AID 1920062;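 active = activation at 10 µM reaching about 35% in either raw or pattern-adjusted values, limit read from the data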
# MBD2 inh: MBD2-methylated oligo binding inhibition. Q9UBB5. TR-FRET, MBD2 binding to methylated oligonucleotide. inhibition, % at 4.4 µM. 370,000 compounds, 0.31% hits; in the data active = inhibition above about 13%
# rCAG binder: r(CAG) repeat RNA binding; TO-PRO-1 dye displacement fluorescence; inhibition, % at 3 µM; 370,000 compounds, 1.3% hits; AID 651821;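 active = inhibition above the plate cutoff, the mean of all test compounds on that plate plus 3 SD, cut at about 35% in these data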;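 also: 0% = DMSO alone and 100% = 100 µM mitoxantrone as full dye displacement; higher means more dye released from RNA so lower well fluorescence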
# LEDGF integ inh: blocks HIV-1 LEDGF/p75-dependent DNA integration | TR-FRET IN-LEDGF/p75 DNA integration, Eu/Cy5 | inhibition, % at 3.7 µM | 370,000 compounds, 0.64% hits;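 active = inhibition above the screen-wide mean plus 3 SD, cut at about 13% in these data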;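 also: signal is the Cy5 over europium emission ratio at 671 and 618 nm; 0% = plate median of compound wells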
# HTRA1 inh: blocks human HTRA1 serine peptidase. Q92743. recombinant HTRA1, FP-rhodamine activity-based probe, fluorescence polarization. inhibition, % at 5.96 µM. 340,000 compounds, 0.5% hits; in the data active = inhibition above about 36%;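 also: 0% = enzyme with DMSO and 100% = wells lacking enzyme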
# TDP2 inh: blocks human TDP2 phosphodiesterase activity. recombinant TDP2, T5PNP hydrolysis, p-nitrophenol absorbance 415 nm. 370,000 compounds, 0.34% hits. AID 720702. inhibition, % at 12.8 µM;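 active = inhibition above the mean of all tested compounds plus 3 SD, set per campaign, cut at about 25% in these data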;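 also: 0% = DMSO with enzyme and 100% = buffer with substrate but no TDP2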
#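 Incubation: 2 h at 37 °C; Test system: recombinant human TDP2; Quantity: enzyme 120 nM; Read-out basis: percent inhibition; Medium: 50 mM Tris-HCl pH 7.5 with Mg2+, KCl, DTT, BSA; Repeats: single replicate; Compound: 12.8 µM single point, 1% DMSO; Signal: epi absorbance; Reagent: 5 mM T5PNP chromogenic substrate; Benchmarks: no-enzyme high, DMSO-plus-enzyme low.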
# TCR-CD3 inh: human TCR-CD3 binding inhibition; 360,000 compounds, 0.37% hits; TAMRA-labeled TCR probe fluorescence, biochemical; AID 651800; inhibition, % at 9.4 µM; in the data active = inhibition above about 19%;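 also: recombinant mutant TCR 2C K166C tagged with TAMRA read by polarization; 0% = receptor in buffer alone and 100% = receptor with positive control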
# The depositor's hits bear a star; nt = not tested or not shown. This is a subset, so the mix of outcomes need not match the whole.
# The first 2 records (preview)
Compound	ABHD4 inh	PRMT1 inh	SIAE primary	GC-B act	MBD2 inh	rCAG binder	LEDGF integ inh	HTRA1 inh	TDP2 inh	TCR-CD3 inh
CC(C)C(=O)NC(=S)Nc1ccccc1C(=O)Nc1ccccc1	3	-1	-2	-1	3	0	-3	1	2	12
CC(C)OC(=O)/C(=C\c1cccc2ccccc12)NC(=O)c1ccccc1	-12	-3	5	-10	1	-5	2	-19	2	3

# Main list, from the start:
Compound	ABHD4 inh	PRMT1 inh	SIAE primary	GC-B act	MBD2 inh	rCAG binder	LEDGF integ inh	HTRA1 inh	TDP2 inh	TCR-CD3 inh
CC(C)C(=O)NC(=S)Nc1ccccc1C(=O)Nc1ccccc1	3	-1	-2	-1	3	0	-3	1	2	12
CC(C)OC(=O)/C(=C\c1cccc2ccccc12)NC(=O)c1ccccc1	-12	-3	5	-10	1	-5	2	-19	2	3
COc1ccc(S(=O)(=O)N(C)CC(=O)NCCC2=CCCCC2)cc1	-7	-3	-8	6	1	-3	2	-5	-20	7
CC1CN(C(=O)CCC(=O)NCCCN2C(C)CCCC2C)c2ccccc2O1 (centres undefined)	1	-2	-1	4	-2	6	-3	-1	-4	9
CC(C)CNC(=O)c1ccccc1NC(=O)Nc1ccccc1	-7	-2	3	-1	5	8	-1	-56	0	0
Cc1cc(NC(=O)CCNS(=O)(=O)c2cc(Br)cnc2N)ccc1Br	-10	1	-12	-7	4	11	0	-31	5	4
CC(C)(C)NC(=O)C(c1ccncc1)n1c(=O)c(-c2ccccc2)nc2ccccc21 (centres undefined)	-3	1	1	-3	-1	2	-4	nt	11	-4
CCC12CN3CCN(CC(C3)/C1=N\NC(=O)c1ccc(C(C)(C)C)cc1)C2	0	1	0	0	1	1	0	3	-4	-1
COCCCNC(=O)c1csc([C@@H]2C[C@H](O)[C@@H](CO)O2)n1	5	2	1	-2	-1	0	-6	nt	-9	-2
O=C(Nc1nonc1-c1ccc(F)cc1)c1ccco1	1	-3	0	-3	0	3	1	0	0	4
Cc1ccc2c(c1)COc1c3ccc(C(=O)NCC4CC4)cc3nn1-2	-4	-1	-5	6	-2	1	2	-18	8	-4
CN(C)S(=O)(=O)c1cccc(C(=O)N2CCN(C(=O)C3CCCO3)CC2)c1 (centres undefined)	-1	4	1	2	4	2	-4	0	6	-10
CCOc1ccc(C(=O)N2CCC3(CC2)NCCc2[nH]cnc23)cc1OCC	2	-1	-2	3	5	0	-5	-4	-5	-5
CCOc1cccc(OCCOCCn2cnc3ccccc3c2=O)c1	6	-1	3	-4	0	-2	-1	1	3	7
Cc1ccc(S(=O)(=O)N[C@@H](C)CO)cc1	-4	-1	3	-6	-5	1	-3	nt	3	10
Cc1c(-c2ccccc2)oc2c(C(=O)N3CCN(c4ccccc4F)CC3)cccc2c1=O	0	-4	0	-2	-4	3	-2	1	4	3
CCOC(=O)Nc1ccc2c(c1)Nc1ccccc1S2	6	2	4	-1	0	17	1	33	-17	-5
COc1cccc(/C=N/NC(=O)Cn2cnc3c2c(=O)n(C)c(=O)n3C)c1OC	0	-3	6	1	-1	-6	1	nt	23	-5
COc1ccc(C(C(=O)NCc2ccccc2)N(C(=O)c2snc(C(N)=O)c2N)c2ccccc2OC)cc1OC (centres undefined)	-2	4	-3	-13	-1	4	-4	-22	1	-2
CC1CN(C(=O)COC(=O)c2cc([N+](=O)[O-])ccc2Cl)CC(C)O1 (centres undefined)	-2	-3	5	5	6	-4	2	10	4	3
Cc1nn(-c2cc(C)c3ccccc3n2)c2c1CCC2	0	1	-7	-6	-5	2	2	-6	-10	5
CCN(CCc1ccccc1)c1ccc2c(c1)C1CC2CCN1C(=O)OCc1ccccc1 (centres undefined)	7	-3	5	3	-7	1	2	2	0	9
COC(=O)c1sccc1NC(=O)CC1C(=O)NCCN1C(=O)c1ccc(F)cc1 (centres undefined)	-7	-4	-8	4	-8	7	5	-8	-13	1
COc1ccc(CNC(=O)CCNS(=O)(=O)c2ccc(NC(C)=O)cc2)cc1OC	3	-3	-1	0	-6	0	1	4	-2	3
COc1ccc(/C=N/OC/C(O)=C(\C#N)c2nc3ccccc3[nH]2)cc1OC	14	0	9	4	2	3	5	12	4	11
Cc1ccc(S(=O)(=O)C[C@@H]2OC[C@H](CO)N2S(=O)(=O)c2ccc(C)cc2)cc1	0	-2	-2	1	0	4	5	nt	-2	4
C=CCSc1nnc(NC(=O)c2ccc3c(c2)OCCO3)s1	3	-5	-4	-4	-3	2	1	-1	5	9
CSc1nc2nc3c(cn2n1)C(=O)CC(c1ccccc1)C3 (centres undefined)	10	0	0	-12	2	0	1	-2	7	3
COc1cccc(CNC(=O)c2c[nH]n3c(=O)c(Cl)c(C)nc23)c1	-5	0	-2	2	3	61*	1	-15	-4	4
CCOc1cc(C(=O)NC(C)CC)cc(OCC)c1OCC (centres undefined)	9	-2	-3	3	3	-8	0	8	-3	-1
Cc1ccc(S(=O)(=O)N2CCN(C(=O)Cn3nc(C(=O)O)c4ccccc4c3=O)CC2)cc1	-6	-2	-8	-5	4	9	3	nt	-25	5
O=C(Nc1ccc2c(c1)OCO2)N1CCN(c2cccc(C(F)(F)F)c2)CC1	-2	2	8	-3	-4	-1	3	2	4	5
CCOC(=O)N1CCC(N2Cc3cccc(C(=O)Nc4cc(F)ccc4F)c3C2=O)CC1	0	-2	-4	-6	2	3	0	-6	1	-3
CC(C)c1ccccc1OS(N)(=O)=O	3	-3	1	2	2	4	-1	-1	3	-3
O=C(CN1C(=O)C2CC=CCC2C1=O)NCC1COc2ccccc2O1 (centres undefined)	7	-2	-6	0	4	1	2	3	0	6
COC(=O)/C=C1\OCc2ccccc21	-10	-4	-8	7	2	3	-1	nt	-10	-2
CCOC(=O)N1CCC(NS(=O)(=O)c2ccc3c(c2)C(C)(C)C(=O)N3C)CC1	4	1	1	3	-5	-5	-5	-7	11	0
OC(CN1CCN(c2ccccc2)CC1)c1c[nH]c2ccccc12 (centres undefined)	-2	2	5	0	-3	0	-3	0	7	3
CC(C)CNc1c(N)c(=O)oc2ccccc12	-2	2	6	-3	0	3	1	-3	-3	-3
COc1ccc(/C=N/OCc2ccc(Br)cc2)c(OC)c1	-4	-2	-3	-7	-2	-1	2	-12	1	-1

# Additional structures
molecule,ABHD4 inh,PRMT1 inh,SIAE primary,GC-B act,MBD2 inh,rCAG binder,LEDGF integ inh,HTRA1 inh,TDP2 inh,TCR-CD3 inh
COc1ccc2nccc(C(N)=O)c2c1,2,-2,-6,3,4,5,0,-6,-5,-2
CCCOc1ccc2c(=O)c(N3C(=O)c4ccccc4C3=O)c(C)oc2c1,1,1,-5,-5,-1,-2,1,-1,3,0
COC(=O)c1c(C)[nH]c(C)c1-c1ccccc1,3,-1,6,-4,0,0,-1,-6,-2,2
Cc1cc2c(=Cc3ccc(N(C)C)cc3)c3ccccc3n2[n+]1C,-101,4,-74,-23,32*,9,0,-20,6,-30
COCCNC(=O)C1(C)CCCN(C(=O)c2cc(C)on2)C1 (centres undefined),0,0,-3,-1,-2,3,0,nt,-9,4
O=C(C[n+]1ccccc1)N/N=C/c1ccc(F)cc1,-3,-1,0,5,-1,4,0,nt,-10,3
O=C(Cn1cc(C(=O)c2cccs2)c2ccccc21)NCc1ccc2c(c1)OCO2,-25,-1,-16,0,1,9,-3,-37,-6,6
O=C1CN(S(=O)(=O)c2cc(C(F)(F)F)ccc2Cl)CCN1,-7,-2,10,-2,1,3,1,0,-8,-1

# Copied from the list:
# rCAG binder with `O=C(Cn1cc(C(=O)c2cccs2)c2ccccc21)NCc1ccc2c(c1)OCO2` = 9
# SIAE primary with `O=C1CN(S(=O)(=O)c2cc(C(F)(F)F)ccc2Cl)CCN1` = 10
# PRMT1 inh with `COCCNC(=O)C1(C)CCCN(C(=O)c2cc(C)on2)C1` (centres undefined) = 0
# ABHD4 inh with `COC(=O)c1c(C)[nH]c(C)c1-c1ccccc1` = 3
# TCR-CD3 inh with `O=C(C[n+]1ccccc1)N/N=C/c1ccc(F)cc1` = 3

# Continued:
molecule,ABHD4 inh,PRMT1 inh,SIAE primary,GC-B act,MBD2 inh,rCAG binder,LEDGF integ inh,HTRA1 inh,TDP2 inh,TCR-CD3 inh
Cc1ccc(SCCNC(=S)Nc2ccccc2)cc1,-6,-1,0,-1,-1,2,-3,-27,-7,7
Cc1cc(NC(=O)CSc2nc3ccsc3c(=O)n2CCCCC(=O)O)no1,3,7,-2,0,1,2,-2,2,6,-4
CN(CCc1cn[nH]c1)C(=O)C1CCC(=O)N(CC2CCCCC2)C1 (centres undefined),-7,0,-5,3,2,-3,-1,-1,-9,-6
O=C(CNS(=O)(=O)c1ccccc1)OCC(=O)c1cccc([N+](=O)[O-])c1,-3,-4,2,-1,-5,2,2,4,5,7
c1ccc(OCCOc2ncnc3sccc23)cc1,4,0,4,-3,2,5,2,-10,-11,-7
CC(CN1CCCC1)OC(=O)c1ccc(Br)cc1 (centres undefined),-5,-7,-11,-5,-1,0,5,-3,-16,0
CCC(=O)OCOc1ccc(/C=C2/CCC(CN(C)C)C2=O)cc1 (centres undefined),-7,37*,-15,12,1,7,7,-15,-16,6
CC(C)(C)c1ccc(SCCc2ccccn2)cc1,-2,3,-4,3,5,-4,-2,-2,9,-3
O=C(NCc1ccco1)c1ccc(COc2ccccc2[N+](=O)[O-])o1,-2,0,-1,-5,-3,0,0,2,10,6

# From PubChem BioAssay
